RAD52 inh – RAD52 (human) annealing inhibition. P43351. recombinant RAD52 DNA annealing, FRET fluorescence. inhibition, % at 18.7 µM. 360,000 compounds, 0.46% hits. AID 651710;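 active = every replicate showing at least 50% inhibition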
Target sequence (P43351 whole entry, looked up): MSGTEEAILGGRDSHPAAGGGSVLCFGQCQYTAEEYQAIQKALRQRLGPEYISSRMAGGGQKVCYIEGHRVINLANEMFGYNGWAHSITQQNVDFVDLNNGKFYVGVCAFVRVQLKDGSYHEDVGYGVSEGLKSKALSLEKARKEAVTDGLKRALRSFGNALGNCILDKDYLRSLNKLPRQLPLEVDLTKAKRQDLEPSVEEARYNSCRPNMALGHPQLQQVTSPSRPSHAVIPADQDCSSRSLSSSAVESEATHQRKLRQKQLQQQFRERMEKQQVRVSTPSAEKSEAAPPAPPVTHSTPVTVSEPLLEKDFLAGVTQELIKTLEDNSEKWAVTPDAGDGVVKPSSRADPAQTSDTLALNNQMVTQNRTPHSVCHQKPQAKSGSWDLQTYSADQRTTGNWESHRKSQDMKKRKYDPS
Cneo AK release – causes C. neoformans cell lysis; adenylate kinase release luminescence, 4 h; normalised: neutral wells 0, clomiphene wells 100; lysis activity, % at 15 µM; 360,000 compounds, 0.2% hits;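 active = mean lysis activity across replicates of at least 80%, whatever share of replicates individually reach that level; inactive = mean lysis activity below 80%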
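Schedule: static 4 h at 37 °C with compound, 1 h detection; system: C. neoformans cells; benchmarks: Clomiphene as positive control; buffer or medium: fresh YPD medium; measure: luminescence rise reflecting yeast cell lysis; measured by: luminescent adenylate kinase detection reagent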
RAD54 branch – blocks human RAD54 Holliday junction branch migration; 360,000 compounds, 0.14% hits; Q92698; AID 602329; inhibition, % at 10.4 µM; FAM/BHQ fluorescence;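 active = mean normalized replicate activity at least 40 and at least half of replicates scoring 40 or more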;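 note: 0% = median of neutral control wells and 100% = median of positive control wells; inhibitors cause a drop in the FAM fluorescence signal; in these data hits start at about 50%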
ERAP1 HTS inh – blocks human ERAP1 aminopeptidase activity; inhibition, % at 10.7 µM; 340,000 compounds, 0.15% hits; recombinant ERAP1, Leu-AMC fluorescence, 60 min; Q9NZ08; AID 652197;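 active = mean replicate inhibition of at least 30%, or all replicates individually reaching that 30% level; inactive = mean below 30% and not every replicate reaching it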;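 note: 0% = neutral control wells and 100% = L-leucinethiol positive control wells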
PGC1a acetyl inh – modulators of PGC1a acetylation; AID 651687; U2OS PGC1a acetylation, AlphaScreen anti-acetyl-lysine; with virally co-expressed GCN5 acetyltransferase; inhibition, % at 15.6 µM; 350,000 compounds, 0.17% hits;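 active = every replicate shows inhibition of at least 40%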;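 note: 0% = neutral control wells and 100% = positive control wells; some results beyond the cut were filed as inactive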
E-selectin induc – induces E-selectin expression in human endothelial cells; activation, % at 7.58 µM; AID 686992; 260,000 compounds, 0.37% hits; P16581; HUVEC E-selectin immunofluorescence imaging; normalized: neutral wells 0, TNF-alpha wells 100;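 active = mean E-selectin-positive cell signal at least 10% of the positive control, reached in at least 60% of replicates, without over 20% cell loss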;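 note: in these data hits start at about 27%; measured in HUVEC primary endothelial cells; signal is the percent of cells scored E-selectin positive by PE staining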
Target sequence (P16581 whole entry, looked up): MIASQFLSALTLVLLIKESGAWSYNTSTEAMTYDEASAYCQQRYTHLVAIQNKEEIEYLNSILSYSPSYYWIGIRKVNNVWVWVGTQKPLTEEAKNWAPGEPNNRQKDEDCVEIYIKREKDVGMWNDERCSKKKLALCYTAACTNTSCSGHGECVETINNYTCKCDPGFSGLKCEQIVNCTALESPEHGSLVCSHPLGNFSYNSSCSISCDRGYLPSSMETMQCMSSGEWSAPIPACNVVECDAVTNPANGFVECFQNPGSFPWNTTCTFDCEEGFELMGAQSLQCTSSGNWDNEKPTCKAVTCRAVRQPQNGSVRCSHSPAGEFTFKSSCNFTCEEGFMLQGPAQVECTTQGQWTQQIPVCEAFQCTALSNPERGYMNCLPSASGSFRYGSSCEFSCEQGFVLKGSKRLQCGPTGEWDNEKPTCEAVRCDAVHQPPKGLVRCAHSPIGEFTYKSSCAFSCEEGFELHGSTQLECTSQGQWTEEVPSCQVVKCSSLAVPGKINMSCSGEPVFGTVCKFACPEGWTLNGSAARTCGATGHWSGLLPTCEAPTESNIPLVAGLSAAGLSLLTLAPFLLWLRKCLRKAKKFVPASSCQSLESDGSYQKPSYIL
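System: HUVEC / Compound: single concentration / Signal: immunofluorescence imaging / Read-out: percent E-selectin-positive cells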
PglD inh – inhibitors of Campylobacter jejuni PglD acetyltransferase; purified PglD enzyme, DTNB colorimetric CoA detection; inhibition, % at 12.5 µM; 360,000 compounds, 0.098% hits; AID 602405; in the data active = inhibition above about 16%, passing the limit was not always enough; note: strong numbers were not always called active
miR-122 sensor – inhibitors of miR-122 in Huh7 cells. Huh7 miR-122 Renilla luciferase sensor, 48 h; neutral wells = 0, positive control = 100. 340,000 compounds, 0.3% hits. activation (reporter increase), % at 12.5 µM;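 active = mean replicate activation score at least 90 and every replicate individually at or above 90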;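 note: higher luciferase means less miR-122 activity so hits act as miR-122 inhibitors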
* = called active by the depositor; · = not tested or not shown; & = joins results of further samples; [ ] = another dose, or the depositor's remark.

Values in the order: PglD inh	miR-122 sensor	E-selectin induc	Cneo AK release	ERAP1 HTS inh	RAD54 branch	RAD52 inh	PGC1a acetyl inh
- Cc1cccc(NC(=O)c2ccc(Cl)c(NC(=O)c3ccncc3)c2)c1C
 : ·	5	·	·	-2	·	-2	0
- O=C(N=C1SCC(=O)N1c1ccccc1Cl)c1ccco1
 : -1	-7	·	-2	2	-2	-68	15
- O=C(Nc1ccc2c(c1)OCO2)Nc1ccc(Cl)cc1Cl
 : -4	-12	·	-2	·	8	·	·
- CS(=O)(=O)N(CC(=O)Nc1ccc(F)c(F)c1)c1cccc([N+](=O)[O-])c1
 : 10	1	0.2	3	·	-4	·	·
- Cc1ccccc1NC(=O)C1CCCN(S(=O)(=O)c2ccc(-n3cnnn3)cc2)C1 (configuration not stated)
 : 1	-14	·	1	2	-5	-4	9
- CC(=O)c1cccc(OCC(=O)Nc2cccc(C(=O)Nc3c(C)n(C)n(-c4ccccc4)c3=O)c2)c1
 : 0	-1	0.0	2	2	2	-6	2
- O=C(NCC[C@H]1CC[C@@H](NC(=O)C2CCCC2)[C@@H](CO)O1)c1cc(Cl)cc(Cl)c1
 : -1	63[16.7 µM]	0.1	-1	-3	9	-7	-5
- Cc1cc(C)c(C#N)c(Sc2ccccc2N)n1
 : 18	1	0.2	-2	-2	-6	-5	-1
- CN(C(=O)CSc1nc2c(c(=O)[nH]1)CCCC2)C1CCCCC1
 : ·	-3	·	·	-3	·	-18	5
- CCCN(C(=O)c1cc(S(=O)(=O)N2CCN(CC)CC2)ccc1Cl)C1CCS(=O)(=O)C1 (configuration not stated)
 : 4	-11	0.4	1	12	-1	-14	2
- CCNC(=O)C[C@H]1CC[C@@H]2[C@H](COc3ccc(NC(=O)c4cscn4)cc3C(=O)N2C)O1
 : 1	-3[16.7 µM]	0.2	2	-3	-11	10	2
- CCOC(=O)C(C)n1cnc2c(nnn2-c2ccccc2)c1=O (configuration not stated)
 : 4	-2	·	1	·	8	·	-5
- COc1ccc(NC(=O)Nc2ccc3c(c2)C(=O)N([C@@H](C)CO)C[C@@H](C)[C@H](CN(C)CC2CC2)OCCCC[C@@H](C)O3)cc1
 : -9	6[16.7 µM]	-0.2	6	-1	1	18	-25
- C[C@H]1CN([C@@H](C)CO)S(=O)(=O)c2ccc(-c3ccc(C#N)cc3)cc2O[C@@H]1CN(C)C(=O)CN(C)C
 : -1	2[16.7 µM]	-0.4	7	2	7	24	-7
- CCCNS(=O)(=O)c1ccc(OCC(=O)N2CCc3ccccc3C2)c(C)c1
 : 3	45	·	3	-2	-7	-27	1
- O=C(c1ccc(Cl)c(S(=O)(=O)NCc2ccccc2)c1)N1CCN(c2ccccn2)CC1
 : -3	17	·	1	1	15	-1	-10
- COc1ccc(OC)c(CNn2c(-c3ccccc3F)nc3ccccc3c2=O)c1
 : 3	2	·	0	7	6	-4	-34
- Cc1ccc(S(=O)(=O)c2c(C)nn(C(C)(C)C)c2OC(=O)CC(C)C)cc1
 : 0	8	-0.4	-2	·	6	-10	-7
- CCCCc1ccc(Nc2nc(N3CCOCC3)nc(N3CCOCC3)n2)cc1
 : -2	1	·	0	1	1	-2	·
- COc1ccc(S(=O)(=O)N2CCN(Cc3ccco3)CC2)cc1
 : 3	·	·	-4	-1	12	13	·
- CCCCNC(=O)c1ccc2nc(CC)c(N(C)Cc3cccs3)n2c1
 : -2	10	-0.2	-1	-1	6	-19	7
- COc1ccccc1N1CCN(C2CCCN(Cc3cc(F)cc(F)c3)C2)CC1 (configuration not stated)
 : -7	-4	0.0	-2	·	2	-2	6
- Cc1nc2nc(NCc3cccs3)nn2c(C)c1Cl
 : 0	-18	·	-3	·	4	·	-16
- CC(C)n1c(SCC(=O)NC2CCCCC2)nnc1-c1ccco1
 : 1	1	0.0	-1	-1	-7	0	-6
- COc1ccc(NC(=O)Nc2ccc3c(c2)C(=O)N([C@H](C)CO)C[C@H](C)[C@@H](CN(C)C(=O)C2CCCCC2)OCCCC[C@H](C)O3)cc1
 : 0	-6[16.7 µM]	-0.1	1	0	-14	4	3
- CN1CCN(C(=O)CSc2nnc(COc3ccc(Cl)cc3)o2)CC1
 : ·	0	0.1	·	-2	·	-10	16
- O=P1(O)C=C(c2ccccc2)OC(c2ccccc2)=C1
 : 8	6	·	0	·	6	·	6
- Cc1cccc(Cc2nnc(CCC(=O)NCc3ccncc3C)o2)c1
 : 1	-1	16	10	2	2	-11	7
- CC(=O)N(c1cccc(Br)c1)C1C=CS(=O)(=O)C1 (configuration not stated)
 : 4	·	·	0	·	-1	·	3
- COc1ccccc1NC(=O)Cn1nnc(C(=O)NCCc2ccccc2)c1N
 : 1	-2	·	-1	·	4	·	·
- C=CCn1c(C)cc(C(=O)COc2nncc3ccccc23)c1C
 : 0	2	·	0	·	-13	·	7
- CC(C)(C)N1C(=O)c2ccccc2NC(=O)N1Cc1ccc(Br)cc1
 : 2	0	·	2	·	0	·	-13
- COc1ccc(-c2[nH]c(-c3ccc(Cl)cc3)nc2SCC(=O)Nc2nccs2)cc1
 : -1	20	·	2	-1	-3	-8	3
- C[C@H]1CCCCO[C@@H](CN(C)C(=O)CCCN(C)C)[C@@H](C)CN([C@@H](C)CO)C(=O)c2cc(NC(=O)c3ccccc3)ccc2O1
 : -1	-1[16.7 µM]	1.3	2	1	4	17	5
- Cc1cccc(-n2ncc(Cl)c(Cl)c2=O)c1
 : -3	-70	·	-2	1	1	-2	-10
- C[C@@H]1CN([C@H](C)CO)C(=O)Cc2cc(NC(=O)C3CC3)ccc2O[C@H]1CN(C)C(=O)NC1CCCCC1
 : -4	-5[16.7 µM]	0.4	-1	-1	8	-7	9
- O=C(CN1CCCCC1)Nc1cccc(-n2cnnn2)c1
 : -2	-1	·	3	·	4	·	-3
- COc1cccc(-c2cc3nc(-c4ccccc4)cc(N4CCC5(CC4)OCCO5)n3n2)c1
 : 4	-3	·	0	10	-6	-1	-2
- COCCOC(=O)C1=C(C)NC2=C(C(=O)CCC2)C1c1ccc(N(C)C)cc1 (configuration not stated)
 : -2	2	·	14	·	-12	·	-4
- CC(O)(CS(=O)(=O)Cc1ccccc1)C(=O)Nc1ccc(C(F)(F)F)cc1 (configuration not stated)
 : 4	2	·	9	·	7	·	21
- OCC#Cc1cnc2ccccc2c1
 : ·	1	·	-19	·	-4	·	4
- C[C@@H]1CN([C@@H](C)CO)C(=O)c2cc(NC(=O)Nc3ccc4c(c3)OCO4)ccc2O[C@@H]1CN(C)Cc1ccc(-c2ccccc2)cc1
 : 2	1[16.7 µM]	-5.1	1	-1	8	39	-7
- COc1ccc(CN(C)C[C@H]2Oc3c(NC(=O)Nc4ccc(OC)cc4)cccc3C(=O)N([C@H](C)CO)C[C@H]2C)cc1
 : 1	0[16.7 µM]	-0.6	-2	0	5	4	3
- CC(=O)N/N=C(\C)CC(=O)Nc1ccc2c(c1)OCCO2
 : 0	0	·	2	-1	-3	-16	18
- Fc1ccccc1COc1cccc(/C=N/n2cnnc2)c1
 : 1	-21	·	-2	·	-4	·	·
- CC(C)COC(=O)N(C)C[C@@H]1OCc2ccccc2-c2c(n(C)c3ccccc23)C(=O)N([C@H](C)CO)C[C@H]1C
 : -2	·	-3.7	-2	1	2	28	0
- COc1ccc(CNCC(=O)Nc2cccc(S(N)(=O)=O)c2)cc1
 : 6	0	0.6	27	0	-2	-16	4
- Cc1c(C)n2c(SCC(=O)NCc3ccc4c(c3)OCO4)nnc2[nH]c1=O
 : 0	·	2.3	-1	3	7	-10	·
- CCOc1ccc(N2C(=O)CSC2c2cccc([N+](=O)[O-])c2)cc1 (configuration not stated)
 : 1	·	·	2	-1	5	30	-5
- CCCc1cc(-c2n[nH]c(=S)n2C(C)c2ccccc2)cs1 (configuration not stated)
 : 0	4	·	5	·	0	·	-9
- CC(C)NC(=O)N(C)C[C@H]1Oc2c(NS(=O)(=O)c3ccc(F)cc3)cccc2C(=O)N([C@@H](C)CO)C[C@@H]1C
 : -2	-1[16.7 µM]	-0.1	-2	-1	-24	20	-10
- CN(CCc1cn[nH]c1)C(=O)C1CCC(=O)N(CC2CCCCC2)C1 (configuration not stated)
 : 3	4	-0.1	1	-1	11	-9	4
- C[C@H]1CN([C@@H](C)CO)C(=O)CCCn2nncc2CO[C@@H]1CN(C)Cc1ccc2c(c1)OCO2
 : -5&0	-2	3.3&-0.1	0&-1	3&0	-6&-2	-2&6	-21&0
- Cc1cccc(Nc2nc(N)c([N+](=O)[O-])c(NCc3ccco3)n2)c1
 : 1	-19	·	-25	-3	7	-12	·
- CO[C@H]1CN(C)C(=O)c2cc(NS(=O)(=O)c3ccc(C)cc3)ccc2OC[C@H](C)N(Cc2nccs2)C[C@H]1C
 : 0	·	0.1	-2	-4	-1	0	-16
- N#C/C(=N\Nc1ccccc1F)c1nc(-c2ccccc2)cs1
 : ·	-3	-0.5	·	-2	·	-48	-3
- CCOc1ccccc1-n1c(SCC(N)=O)nnc1-c1ccc(O)cc1
 : -1	-5	·	-1	·	-15	·	-52
- C[C@@H]1CN([C@@H](C)CO)C(=O)Cc2cc(NS(=O)(=O)c3ccccc3)ccc2O[C@@H]1CN(C)C
 : 9	32[16.7 µM]	3.6	42	-1	-3	13	-2
- CCCNC(=O)N1C[C@H](C)[C@H](OC)CN(C)C(=O)c2cc(NS(=O)(=O)CC(F)(F)F)ccc2OC[C@H]1C
 : 1	·	0.1	4	-1	-5	-11	-2
- CNC(=S)N/N=C/c1ccc(OCc2ccccc2)c(Br)c1
 : -6	-3	·	2	·	5	·	13

Copied from the list.
RAD54 branch with CCOc1ccccc1-n1c(SCC(N)=O)nnc1-c1ccc(O)cc1 = -15
RAD52 inh with CC(C)COC(=O)N(C)C[C@@H]1OCc2ccccc2-c2c(n(C)c3ccccc23)C(=O)N([C@H](C)CO)C[C@H]1C = 28
PglD inh with CC(C)NC(=O)N(C)C[C@H]1Oc2c(NS(=O)(=O)c3ccc(F)cc3)cccc2C(=O)N([C@@H](C)CO)C[C@@H]1C = -2

(continued)
Values in the order: PglD inh	miR-122 sensor	E-selectin induc	Cneo AK release	ERAP1 HTS inh	RAD54 branch	RAD52 inh	PGC1a acetyl inh
- CN(C)S(=O)(=O)c1cccc(NC(=O)COc2ccc(C(=O)c3ccccc3)cc2)c1
 : ·	-2	-0.3	·	0	·	-15	·
- O=C(Nc1ccc(-c2nnn(CC(=O)N3CCN(C(=O)c4ccco4)CC3)n2)cc1)c1ccc(F)cc1
 : 0	-7	0.1	2	-1	3	-21	-10
- Cc1ccc(NC(=O)CN2C(=O)NC(C)(C3CC3)C2=O)cc1S(=O)(=O)N1CCCCC1 (configuration not stated)
 : 1	3	·	0	0	1	-10	-8
- CCOC(=O)c1ccccc1NC(=O)c1cccs1
 : -10	-2	·	-1	·	-3	·	-5
- COc1ccccc1NC(=O)CCCCC(=O)Nc1ccccc1OC
 : 3	·	·	2	-3	1	0	·
- CN(C)C(=O)c1ccc(-c2ccc([C@@H]3[C@@H](CO)N(C(=O)C4CCOCC4)[C@H]3C#N)cc2)cc1
 : -3	·	0.4	2	0	4	-45	-15
- COc1ccc(CN2CCNC(=O)C2CC(=O)NC2CCOCC2)cc1C (configuration not stated)
 : 2	·	·	1	0	7	-13	·
- CC(=O)NC1CCC(OC(=O)Nc2ccccc2)CC1 (configuration not stated)
 : -3	4	0.1	-1	1	3	-3	0
- C/C(CC(=O)Nc1ccc(Cl)cc1Cl)=N\NC(=O)c1ccco1
 : -5	10	2.4	-1	·	0	·	·

One compound at a time (already shown). Order of screens: PglD inh, miR-122 sensor, E-selectin induc, Cneo AK release, ERAP1 HTS inh, RAD54 branch, RAD52 inh, PGC1a acetyl inh
Results for `CCOC(=O)c1ccccc1NC(=O)c1cccs1` = -10, -2, ·, -1, ·, -3, ·, -5
Results for `CN(C)S(=O)(=O)c1cccc(NC(=O)COc2ccc(C(=O)c3ccccc3)cc2)c1` = ·, -2, -0.3, ·, 0, ·, -15, ·
